Screens deposited in PubChem by several laboratories.
Pf gamet viab: kills late stage P. falciparum gametocytes; inhibition, % at 10.9 µM; AID 743093; P. falciparum stage V gametocytes, ATP luminescence, 24 h; 150,000 tested, 0.065% active;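 active = inhibition above the mean plus 3 SD of compounds within the control limits, set per campaign, cut at about 38% in these data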;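 note: 0% = DMSO wells and 100% = medium only without gametocytes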
Rab2A wt mod: changes GTP binding to wildtype dog Rab2A, up or down | P61105 | GST-Rab2 wt beads, Bodipy-GTP binding, flow cytometry | GTP binding activity, % at 10 µM | 190,000 tested, 0.19% active;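 active = GTP binding activity at least 20 points away from 100%, either lowered or raised; inconclusive = signal likely due to the compound's own green fluorescence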;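 note: 0% = beads with excess unlabeled GTP and 100% = no-compound control corrected for plate trend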
ABCB1 block: blocks JC-1 efflux by human ABCB1 transporter; P08183; CCRF-Adr cells, flow cytometry; inhibition, % at 6.6 µM; 190,000 tested, 0.067% active; in the data active = inhibition above about 40%;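 note: 0% = vehicle and 100% = reference inhibitor; higher value means more JC-1 retained so stronger ABCB1 efflux block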
Rac1 wt GTP bind: alters GTP binding to wildtype human Rac1; P63000; 190,000 tested, 0.27% active; GST-Rac1 beads, fluorescent GTP binding, flow cytometry; actives lie on both sides; 0 = cold GTP competed, 100 = untreated; GTP binding activity (% of control), % at 10 µM;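 active = GTP binding activity at least 20 points away from the 100% control level, either lower or higher; inconclusive = compound flagged as likely green fluorescent, judged across all proteins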
Mcl1 Noxa PPI: disrupts binding of human Mcl-1 to Noxa peptide | AID 1022 | 220,000 tested, 1.5% active | inhibition, % at 21.7 µM | TR-FRET Mcl-1/Noxa peptide binding, 2 h | Q07820;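 active = compounds that cut the protein-peptide binding signal by more than 50% relative to plate controls in a single-dose test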;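 note: His-tagged Mcl-1 with rhodamine Noxa BH3 peptide and terbium anti-His antibody; 0% = Mcl-1 plus Noxa peptide wells and 100% = peptide-only wells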
Target sequence (Q07820 whole entry, looked up): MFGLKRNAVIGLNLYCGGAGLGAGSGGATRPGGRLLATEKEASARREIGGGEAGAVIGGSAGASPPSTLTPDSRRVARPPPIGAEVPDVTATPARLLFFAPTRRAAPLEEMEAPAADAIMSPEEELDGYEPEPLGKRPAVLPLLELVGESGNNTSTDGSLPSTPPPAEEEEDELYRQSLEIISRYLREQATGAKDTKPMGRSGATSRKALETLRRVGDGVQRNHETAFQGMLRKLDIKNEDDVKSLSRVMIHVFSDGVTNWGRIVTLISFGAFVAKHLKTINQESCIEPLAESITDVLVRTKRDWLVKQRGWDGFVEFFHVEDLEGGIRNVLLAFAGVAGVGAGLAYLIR
Cdc42 wt: human Cdc42 wildtype GTP binding change, either direction; P60953; percent activity (GTP binding), % at 10 µM; GST-Cdc42 beads, Bodipy-GTP binding, flow cytometry; actives lie on both sides; 190,000 tested, 0.2% active; AID 761;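 active = percent activity GTP binding at least 20 points away from the 100% baseline, either down as inhibitor or up as activator; inconclusive = compound flagged as likely green fluorescent from well-wide comparison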;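 note: median bead fluorescence of bound Bodipy-FL-GTP at 100 nM; 0% = excess unlabeled GTP control and 100% = no compound control; below 100% means less GTP binding so inhibitor and above means activator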
Target sequence (P60953 whole entry, looked up): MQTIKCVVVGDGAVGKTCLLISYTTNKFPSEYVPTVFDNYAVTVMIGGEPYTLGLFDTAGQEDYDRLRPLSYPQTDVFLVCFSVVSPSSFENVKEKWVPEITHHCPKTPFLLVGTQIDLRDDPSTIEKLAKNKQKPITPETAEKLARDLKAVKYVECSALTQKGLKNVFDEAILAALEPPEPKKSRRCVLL
Avidin bead fluor: avidin bead compound fluorescence profile | Avidin beads, compound fluorescence 488/530 nm, flow cytometry; active compounds read high | 220,000 tested, 0.38% active | fluorescence (KMESF) at 10 µM; in the data active = fluorescence above about 47; note: inactives centre near 10
ABCG2 block: blocks JC-1 efflux by human ABCG2 transporter. Q9UNQ0. IgMXP3 cells, flow cytometry. inhibition, % at 6.6 µM. 190,000 tested, 0.1% active. AID 1325;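 active = inhibition above 80%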;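 note: 0% = DMSO and 100% = nicardipine control wells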
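Assay system – ABCG2 IgMXP3 and barcoded ABCB1 CCRF-Adr cell mix · Input – 3 million cells/mL in well · Reagent – JC-1 fluorescent substrate · Compound – single test compound dose, 6.6 µM final · Timing – 10 min exposure at 25 °C with rotation, no wash · Detection – flow cytometry of retained JC-1 fluorescence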
Rac1 act GTP bind: human Rac1 activated mutant GTP binding change | 190,000 tested, 0.11% active | GST-Rac1 activated beads, fluorescent GTP binding, flow cytometry; actives lie on both sides; 100% means binding = to untreated wells | AID 764 | percent activity (GTP binding), % at 10 µM;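 active = GTP binding at least 20 percentage points away from the 100% baseline, in either direction, so actives lie on both sides; inconclusive = Compound likely fluorescent itself, or too few beads counted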
Rab7 wt modul: modulators of GTP binding to dog Rab7 wildtype GTPase; GST-Rab7 beads, fluorescent GTP binding, flow cytometry; actives lie on both sides; untreated = 100%, excess cold GTP = 0%; GTP binding activity (percent of control), % at 10 µM; 190,000 tested, 0.055% active;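 active = fluorescent GTP binding to Rab7 beads changed by at least 20 points from the 100% baseline, either direction, mostly lower; inconclusive = compound itself probably fluorescent, or too few beads counted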;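 note: median green fluorescence of bound Bodipy-FL-GTP per Rab7 bead population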
HRas wt GTP bind: changes GTP binding to wildtype human HRas. P01112. GST-Ras wt beads, Bodipy-FL-GTP binding, flow cytometry; actives lie on both sides. GTP binding activity, % at 10 µM. 190,000 tested, 0.14% active. AID 759;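 active = GTP binding activity at least 20% away from the 100% baseline, either lowered as inhibitor or raised as activator; inconclusive = flagged as likely green fluorescent, judged across all proteins in the well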;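 note: 0% = unlabeled GTP competition control and 100% = no-compound control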
Target sequence (P01112 whole entry, looked up): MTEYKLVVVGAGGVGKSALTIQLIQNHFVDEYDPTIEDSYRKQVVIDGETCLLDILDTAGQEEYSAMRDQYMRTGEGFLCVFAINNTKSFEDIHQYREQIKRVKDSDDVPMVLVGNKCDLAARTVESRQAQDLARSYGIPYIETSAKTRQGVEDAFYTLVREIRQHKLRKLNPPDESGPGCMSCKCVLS
An asterisk follows results filed as active; ? = inconclusive; nt = no result given.

SMILES	Pf gamet viab	Rab2A wt mod	ABCB1 block	Rac1 wt GTP bind	Mcl1 Noxa PPI	Cdc42 wt	Avidin bead fluor	ABCG2 block	Rac1 act GTP bind	Rab7 wt modul	HRas wt GTP bind
CCOC(=O)c1c(-c2ccc(F)cc2)csc1NC(=O)CN1C(=O)NC2(CCCCC2C)C1=O (centres undefined)	-30	97	1.4	103	-2	97	2	12	97	100	98
COc1ccccc1CNC(=O)CN(c1ccc(C)cc1)S(=O)(=O)c1c(C)n[nH]c1C	nt	99	3.0	98	2	99	14	22	98	93	100
CS(=O)(=O)N1CCCC(C(=O)NCCN2CCC(Cc3ccccc3)CC2)C1 (centres undefined)	nt	103	0.1	104	5	101	14	3	101	100	101
CCNC(=S)NNc1nncc2ccccc12	-5	97	-0.1	92	3	95	18	2	93	102	98
CCOc1ccc(NC(=S)N2CCCN(Cc3cccc(Cl)c3)C2)cc1	5	96	1.7	98	1	95	9	8	93	95	96
CCCC(=O)Nc1ccc(C(=O)/C=C/c2ccc(SC)cc2)cc1	nt	96	0.2	94	15	99	40	1	95	96	97
Cc1ccc(NC(=O)CC2C(=O)NC3CCCCC3N2C(=O)c2ccc(F)cc2)cc1C (centres undefined)	-7	94	3.4	98	0	95	19	22	98	101	97
Cc1cccc(N=C2NN=C(c3ccccc3F)CS2)c1C	8	103	-0.1	104	1	100	11	0	98	105	97
CCOc1ccccc1CNC(=O)c1cc2oc3ccccc3c2n1CC	nt	102	0.3	108	-52	103	15	29	99	99	103
Cc1c(Nc2cc(N3CCOCC3)c3nonc3c2[N+](=O)[O-])c(=O)n(-c2ccccc2)n1C	nt	98	-0.9	97	-2	96	10	2	95	100	99
O=C(NN1C(=O)C2C3CCC(O3)C2C1=O)c1ccco1 (centres undefined)	9	100	0.3	104	-2	101	7	2	100	99	102
C=CCc1ccccc1OCC(O)CN1CCN(c2ccc(C)cc2)CC1 (centres undefined)	7	?	1.7	?	19	?	6	4	?	?	?
Cc1cc(/C=C2\SC(=S)NC2=O)c(C)[nH]1	-46	87	0.2	88	15	90	11	7	89	93	90
O=C(COC(=O)C1COc2ccccc2O1)NC(=O)NC1CCCC1 (centres undefined)	nt	103	0.2	104	15	105	36	0	101	103	103
O=C1CCC([N+](=O)[O-])C(c2ccc(Cl)cc2)N1 (centres undefined)	nt	98	0.6	102	-11	100	9	3	100	99	99
COc1cc(/C=C2\SC(=S)N(CC(=O)NC3=NCCS3)C2=O)cc(OC)c1OC	0	96	0.3	88	12	93	12	2	95	90	95
Cc1c(N/C=C(\Cl)C(=O)C(F)(F)F)c(=O)n(-c2ccccc2)n1C	-21	104	-0.6	101	2	103	8	0	96	109	100
Cn1c(C(=O)NCCN2CCOCC2)cc2sccc21	-4	102	0.5	106	11	104	29	11	98	102	103
CSc1ccccc1C(=O)Nc1cccc(C(C)=O)c1	-6	100	0.3	102	1	100	4	1	99	100	102
COc1ccc2nc(NNC(=O)c3cc(=O)c4ccccc4o3)sc2c1	nt	87	-1.2	90	72*	86	6	-4	84	99	90
CCOc1ccccc1NC(=O)C1CCCCN1S(=O)(=O)c1ccc(F)cc1 (centres undefined)	3	104	1.1	104	1	102	18	5	98	104	103
CN(c1cccc(NC(=O)CN(c2ccc(Cl)c(Cl)c2)S(=O)(=O)c2ccccc2)c1)S(C)(=O)=O	-2	103	-0.5	105	-14	104	4	-5	101	100	102
OC(COC1CCCCC1)CN1CCN(c2ccccc2)CC1 (centres undefined)	-24	99	0.5	100	-7	100	14	2	101	101	103
COc1ccc(NC(=O)CSc2nc(O)c(Cc3ccccc3)c(=O)[nH]2)cc1	5	100	-0.1	98	7	102	8	0	99	95	101
Cc1ccc(OCCn2cnc3ccccc3c2=O)c([N+](=O)[O-])c1	2	104	0.2	102	-6	103	5	1	102	106	104
Cc1ccc(CNC(=O)CSCc2ccc(F)cc2)cc1	8	98	0.2	105	-8	94	10	1	92	98	99
CCC(=O)NC(=S)Nc1cccc(-c2nc3ncccc3o2)c1	nt	94	0.3	100	8	101	6	8	94	98	97
COc1ccc(NC(=O)N2CCCC(c3nc(-c4ccc(C(C)C)cc4)no3)C2)cc1 (centres undefined)	nt	100	0.8	103	-8	105	12	7	98	101	105
Cc1ccc(OCC(=O)NCCN2CCOCC2)cc1C	nt	95	0.1	95	-6	98	34	0	95	98	97
CCOC(=O)C(NC(=O)Cc1ccccc1)(Nc1cc(C)on1)C(F)(F)F (centres undefined)	nt	100	-0.5	108	4	100	11	0	99	102	100
CCOC(=O)CSc1nc(C(C)(C)C)nc2ccccc12	-1	97	0.6	103	-5	98	11	1	96	99	100
CCOC(=O)c1c(C)oc2ccc(OC(=O)N3CCOCC3)cc12	-33	94	0.7	95	-16	94	12	7	92	93	97
CCCCNC(=S)NC(=O)c1ccc(Cl)cc1Cl	-16	95	0.6	94	31	95	8	6	92	97	96
COc1ccc2c(c1OC)C(=O)N(c1ccc3c(c1)CCC3)C2=O	15	97	0.6	102	-59	99	6	2	94	96	97
CC(=O)N1N=C(c2ccco2)CC1c1cccs1 (centres undefined)	nt	98	0.3	93	15	100	15	3	94	95	98
CCCCC(=O)Nc1nnnn1CCC	-21	97	-0.1	98	0	100	4	-2	101	99	101
C=CCN1C(=O)/C(=C/C=C2/N(CC)c3ccc(S(=O)(=O)N(C)C)cc3N2CC)SC1=S	-7	86	-0.5	81	22	83	10	-1	84	96	79*
COc1ccc(Cc2n[nH]c(=S)n2Cc2ccccc2)cc1Cl	nt	97	-1.0	94	28	92	6	-6	91	103	94
CCOc1ccc(-n2c(SCC(=O)Nc3ccc4c(c3)OCO4)nc3ccccc3c2=O)cc1	nt	98	3.3	108	-6	100	21	8	99	98	100
O=C(Cn1cnc2c(cnn2-c2ccc(Cl)cc2)c1=O)NC1CCCCC1	nt	102	0.4	103	-8	104	25	10	102	102	103
CCN(CC)c1ccc(/C=N/NC(=O)C(O)c2ccccc2)cc1 (centres undefined)	10	95	0.5	100	26	99	11	4	96	95	95
O=c1[nH]c(C2CC2)nc2sc3c(c12)CCCC3	16	93	0.6	94	-15	93	10	9	94	94	94
CN(C)Cc1ccc(F)cc1Sc1cc(Cl)ccc1Cl	-12	99	-0.1	104	17	100	3	0	97	106	103
CCOC(=O)c1c(NC(=O)c2c(-c3ccccc3)noc2C)sc(C)c1-c1ccccc1	22	?	0.7	?	9	?	8	6	?	?	?
O=C(NCC1CCCO1)c1ccc(COc2ccc(Br)cc2)cc1 (centres undefined)	3	97	0.2	104	-3	97	1	4	99	100	100
O=C(CC1CCCCC1)NCc1ccccn1	nt	96	-0.3	95	-18	96	13	-3	96	100	99
c1cncc(C2OCC3(CO2)COC(c2cccnc2)OC3)c1 (centres undefined)	-12	98	0.5	101	3	97	8	4	96	96	98
Cc1ccc2nc(-c3ccc(NC(=O)c4cccnc4)cc3)oc2c1	-3	95	-0.4	99	10	100	6	0	96	96	96
O=C(Nc1ccc(Cl)cc1)Nc1cc([N+](=O)[O-])ccc1F	-2	100	1.2	101	30	98	4	17	103	97	99
CCOC(=O)C(C)Sc1nc(=O)n2cc(C)ccc2n1 (centres undefined)	nt	?	0.2	?	-1	?	10	2	?	?	?

Continuation:
SMILES	Pf gamet viab	Rab2A wt mod	ABCB1 block	Rac1 wt GTP bind	Mcl1 Noxa PPI	Cdc42 wt	Avidin bead fluor	ABCG2 block	Rac1 act GTP bind	Rab7 wt modul	HRas wt GTP bind
Cc1cc(C)c2cc(C#N)c(SCC(=O)NCC3CCCO3)nc2c1 (centres undefined)	-7	100	0.3	98	27	99	23	2	95	101	101
NC(=O)CSc1nnc(Cc2csc(Nc3ccc(F)cc3)n2)n1Cc1ccccc1	-17	98	1.6	99	7	99	19	2	97	97	100
CCn1c(SCC(=O)Nc2ccc(C(C)=O)cc2)nc2nc3c(cc2c1=O)CCCC3	nt	98	-1.3	100	13	99	8	-5	99	98	100
Cc1occc1C(=O)NCc1ccccc1F	nt	98	1.3	104	19	99	14	14	96	97	100
